# Source: PubChem BioAssay (several laboratories)
# CAL PDZ FP-1 – human CAL PDZ-peptide interaction inhibition | Q9HD26 | purified CAL PDZ, TMR-peptide fluorescence polarization, 1 h | inhibition, % at 20 µM | hit rate 0.02% among 330,000 | AID 504414;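 active = highest replicate inhibition of at least 40%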;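 note: plate controls were DMSO neutral control wells for no effect and unlabeled competitor peptide control wells for full effect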
#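 Material: tagged CAL PDZ domain; buffer or medium: 25 mM sodium phosphate pH 7.4, 150 mM NaCl, TCEP, IgG, Thesit; compound dosing: single point, 20 µM; schedule: 1 h incubation at room temperature before polarization reading; measured by: FP readout, S and P plane fluorescence; read-out basis: percent inhibition from loss of millipolarization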
# V-ATPase pHluor – regulators of yeast V-ATPase proton transport | S. cerevisiae, pHLuorin cytosolic pH fluorescence | response, % at 10 µM | hit rate 0.37% among 350,000 | AID 504577; in the data active = response mostly above about 7.3%, no sharp cut-off; inactive = mostly below about 5.4%; note: actives read high; inactives centre near 0; some compounds called inactive have numbers as strong as hits; reference of the scale not given here
# NSD2 inh – inhibitors of human histone methyltransferase NSD2; NSD2 peptide methylation, AlphaScreen, 120 min; hit rate 0.54% among 310,000; inhibition, % at 12.5 µM; in the data active = inhibition above about 50%
# Cardiac RTF inh – cardiac RTF calcium desensitization; inhibition, % at 7.15 µM; IANBD-labeled cardiac RTF, Ca2+ fluorescence; P19429+P45379; AID 493244; hit rate 0.12% among 340,000;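 active = inhibition above the mean inhibition of all tested compounds plus 3 SD, cut at about 17% in these data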;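 note: assay run at fixed EC70 calcium of 1.6 mM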
# Keap1-Nrf2 PPI – Keap1-Nrf2 (human) interaction inhibition; inhibition, % at 9.4 µM; Q14145; hit rate 0.15% among 340,000; Keap1 Kelch-Nrf2 peptide fluorescence polarization, 1536-well; AID 504523; in the data active = inhibition above about 12%;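 note: human Keap1 Kelch domain with fluorescein labeled Nrf2 9mer peptide probe; 0% = neutral control wells and 100% = peptide positive control; higher means more block of Keap1 binding to Nrf2 peptide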
# Arrestin-AP2 inh – human beta-arrestin and AP2 interaction inhibition | FITC-arrestin peptide / GST-AP2 beads, flow cytometry; AP2 beta2 appendage carries R879A mutation | AID 504490 | hit rate 0.31% among 340,000 | inhibition, % at 10 µM;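 active = inhibition above a set limit, near 3 SD of compounds lacking own fluorescence, cut at about 54% in these data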;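 note: plate controls were DMSO wells for no effect and 5 µM unlabelled arrestin peptide for full effect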
#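 System: GST-tagged AP2 beta2-adaptin appendage (R879A) on 4 µm glutathione beads / Reagent: FITC-arrestin peptide, 50 nM / Detection: HyperCyt-sampled flow cytometry, FL1 channel, ex 488/em 535 nm / Timing: 12 min plus 1 h, RT / Buffer or medium: PBS plus Tween 20 (0.05%) and BSA (0.1%)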
# DAGLB inhibitor – diacylglycerol lipase beta (human) inhibition; HEK293T DAGLB membrane lysate, EnzChek fluorogenic substrate; inhibition, % at 5.17 µM; Q8NCG7; AID 504411; hit rate 0.059% among 340,000; in the data active = inhibition above about 34%;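 note: 0% = enzyme with vehicle and 100% = wells lacking enzyme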
# CAL PDZ FP-2 – CAL PDZ (human) peptide binding inhibition; Q9HD26; purified CAL PDZ, TMR-peptide fluorescence polarization, 1 h; inhibition, % at 24.9 µM; hit rate 0.92% among 300,000; AID 602252;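 active = mean inhibition of at least 30% with at least half of replicates also reaching 30%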;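 note: 0% = DMSO neutral control and 100% = excess unlabeled competitor peptide PRC23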
# LANA DNA inh – blocks KSHV LANA C-terminal domain binding to DNA. MBP-C-LANA/FAM-LBS DNA binding, fluorescence polarization. hit rate 0.078% among 340,000. inhibition, % at 9 µM. AID 504423;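 active = highest replicate inhibition at or above 60% at 9 µM, even if other replicates fall short; inactive = all replicates below 60% inhibition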;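 note: 0% = neutral control wells and 100% = 4 µM acridine orange control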
# DSG3 Ab inh – human desmoglein-3 autoantibody binding inhibition; DSG3-coupled beads, scFv-anti-DSG3-GFP binding, flow cytometry; active compounds read low; binding (percent of control), % at 10 µM; hit rate 0.48% among 310,000; AID 588358;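 active = binding more than 3 SD below its plate's average and above zero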;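 note: hits lower antibody fragment binding to DSG3; some compounds called inactive have numbers as strong as hits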
# An asterisk follows results filed as active; nt = no result given. A portion of the library; rates above refer to the full screens.
SMILES,CAL PDZ FP-1,V-ATPase pHluor,NSD2 inh,Cardiac RTF inh,Keap1-Nrf2 PPI,Arrestin-AP2 inh,DAGLB inhibitor,CAL PDZ FP-2,LANA DNA inh,DSG3 Ab inh
COc1ccc(-c2sc3cc(OC)c(OC)cc3c2C#CCCO)cc1,0.7,-2,nt,-5,-2,-5,-2,-3,2.4,102
O=c1[nH]c2ccccc2nc1-c1ccccc1,-0.2,-1,nt,-9,-4,-4,0,0,-1.2,100
Clc1ccc(CSc2nnc(NC3=NCCCCC3)s2)cc1,-1.7,nt,11,-5,1,-10,-7,-2,0.3,99
O=C(c1ccc(Cl)c(S(=O)(=O)N2CCOCC2)c1)N1CCOCC1,-2.5,11,0,5,-6,10,0,-6,-0.1,113
Cc1ccc(Nc2nc(N)nc(CN3CCN(c4ccccc4F)CC3)n2)cc1,-1.0,5,nt,-2,-1,6,0,-4,-2.0,101
CSc1ccccc1C(=O)NCc1ccc(F)cc1,-1.8,3,0,1,1,12,-4,-3,-1.6,99
CCOc1cc(C(C#N)N2CCCCC2)ccc1OC (configuration not stated),nt,1,1,-25,-2,-1,-2,0,-1.5,97
N#CCCN(C(=O)CSc1nnc(-c2ccncc2)n1C1CC1)c1ccccc1,0.2,1,-3,-2,0,-8,-1,nt,-0.5,103
O=C(Nc1nnc(S(=O)(=O)N2CCCC2)s1)c1ccccc1F,0.9,-2,nt,-5,4,7,3,nt,1.5,91
Cc1ccccc1OCC(O)COc1ccccc1C,0.4,1,-2,-2,-1,-8,-7,4,-1.3,115
CC1=C(C(=O)Nc2ccccc2)C(c2ccco2)C(C#N)=C(SCC(N)=O)N1 (configuration not stated),0.5,-2,0,-10,-3,-6,-1,-4,1.5,99
CCc1noc(C)c1C(=O)OC(C)C(=O)Nc1cc([N+](=O)[O-])ccc1OC (configuration not stated),-1.0,-1,0,3,3,-13,0,2,2.8,111
CC(C)C[C@H](NC(=O)c1nc[nH]c1C(=O)NCCCCCN)C(=O)OCc1ccccc1,0.1,-1,nt,-24,-8,3,2,1,0.7,109
COc1ccc2oc(C(=O)OC(C)C(=O)NCc3ccccc3)c(C)c2c1 (configuration not stated),-2.3,-5,0,1,3,13,-11,-4,0.6,103
COC(=O)c1c(NC(=O)C(C)C)sc2c1C(C(=O)OC)CC2 (configuration not stated),nt,2,-1,1,-6,0,-3,-5,0.7,99
Cc1sc2ncnc(Sc3ccccc3C(=O)Nc3ccccc3Cl)c2c1C,-0.8,3,-2,-9,-6,6,1,3,1.0,96
Cc1nn(-c2ccc(Cl)cc2)c(=O)c2c(C)noc12,-0.6,-1,-4,-2,-3,16,-3,nt,0.7,108
CCCc1nc2c(sc3nc4c(cc32)COC(C)(C)C4)c(=O)o1,0.2,0,-2,-6,-7,19,-1,nt,-0.4,101
Cc1cc(-c2nnc(SCC(=O)Nc3cccc(Cl)c3)n2N)n[nH]1,-1.0,2,-1,-3,-1,-6,1,7,0.9,85
O=C1CCC(=O)c2ccc3c4c(ccc1c24)CC3,-2.8,2,2,0,-4,5,2,-4,1.4,116
COc1cccc(COc2ccc3ccc(=O)oc3c2)c1,-0.1,1,-4,-4,-6,1,-5,1,4.3,89
Cc1ccc(C(=O)OCC(=O)NNC(=O)c2cccs2)c(O)c1,-2.8,1,-6,1,-6,-3,0,-3,1.0,94
COc1ccc(OC)c(N(CC(=O)Nc2ccccc2)S(=O)(=O)c2ccccc2)c1,-1.5,5,-1,0,-3,-7,-2,nt,0.2,97
Cc1cccn2c(=O)c3cc(C#N)c(=NC(=O)c4cccnc4)n(CC4CCCO4)c3nc12 (configuration not stated),0.1,6,nt,-6,8,0,4,-1,27,102
COC(=O)c1ccc2c(=O)n(CCN3CCOCC3)c(SCC(=O)C(C)(C)C)nc2c1,-1.4,-2,0,-9,3,6,2,-1,1.2,95
Cc1ccc(S(=O)(=O)N2CCN(c3ccc([N+](=O)[O-])c(Sc4nncn4C)c3)CC2)cc1,-0.8,4,-1,-5,2,-4,2,-3,0.2,103
CN(CC(=O)Nc1ccc(Cl)cc1)C(=O)CNC(=O)c1ccc2ccccc2c1,-2.1,1,32,-8,1,-2,-2,-1,1.6,111
CCCN(C(=O)c1cc(Cl)nc2ccccc12)C1CCS(=O)(=O)C1 (configuration not stated),-2.0,-3,-4,1,2,18,0,-2,1.6,107
CC(C)(C)c1ccc(C(=O)NC(=S)Nc2sc3c(c2C#N)CCC3)cc1,-3.1,0,5,4,1,11,0,-1,-1.9,93
COc1cc(OC)cc(C(=O)OCC(=O)c2ccc(S(=O)(=O)N3CCCCC3)cc2)c1,-0.8,3,-4,1,-2,0,-2,-7,-1.5,nt

# Only LANA DNA inh and CAL PDZ FP-2, for some of the entries so far:
compound	LANA DNA inh	CAL PDZ FP-2
COc1cccc(COc2ccc3ccc(=O)oc3c2)c1	4.3	1
Cc1ccc(C(=O)OCC(=O)NNC(=O)c2cccs2)c(O)c1	1.0	-3
COc1ccc(OC)c(N(CC(=O)Nc2ccccc2)S(=O)(=O)c2ccccc2)c1	0.2	nt
Cc1cccn2c(=O)c3cc(C#N)c(=NC(=O)c4cccnc4)n(CC4CCCO4)c3nc12 (configuration not stated)	27	-1
COC(=O)c1ccc2c(=O)n(CCN3CCOCC3)c(SCC(=O)C(C)(C)C)nc2c1	1.2	-1
Cc1ccc(S(=O)(=O)N2CCN(c3ccc([N+](=O)[O-])c(Sc4nncn4C)c3)CC2)cc1	0.2	-3
CN(CC(=O)Nc1ccc(Cl)cc1)C(=O)CNC(=O)c1ccc2ccccc2c1	1.6	-1

# (further entries)
SMILES,CAL PDZ FP-1,V-ATPase pHluor,NSD2 inh,Cardiac RTF inh,Keap1-Nrf2 PPI,Arrestin-AP2 inh,DAGLB inhibitor,CAL PDZ FP-2,LANA DNA inh,DSG3 Ab inh
CC1CN(C(=O)c2cc3cc([N+](=O)[O-])ccc3oc2=O)CC(C)O1 (configuration not stated),0.7,0,-2,7,1,8,4,3,-1.4,100
Clc1ccc(-c2c[n+](Cc3cccc(Cl)c3)c3n2CCC3)cc1,-2.6,-3,3,0,-1,3,4,-3,-4.0,111
O=Cc1c(-c2ccccc2)cc2oc3ccccc3cc1-2,-0.6,-2,2,-6,-1,19,1,1,0.0,96
CCOC(=O)c1cc2c(ccn2C)n1CC(=O)N(Cc1ccccc1)c1ccccc1,-1.9,1,33,-17,-3,-4,-5,-2,-1.0,97
COc1ccc(-n2c(=O)cc(N3CCN(c4ccccc4OC)CC3)[nH]c2=O)cc1,nt,-2,6,-1,1,-1,0,-3,0.0,103
Nc1nc2ccccc2nc1N,-1.0,-1,7,-9,-1,-14,0,-5,2.3,nt
O=C(COc1ccccc1Br)Nc1ccc2c(c1)OCCCO2,-1.0,0,-2,-7,0,17,-16,nt,-0.2,120
CC1(C)CC2CC(C)(CN2Cc2cccc([N+](=O)[O-])c2)C1 (configuration not stated),-0.2,2,2,-4,4,28,-8,-1,-5.6,110
COc1ccc(OC)c2nc(-c3ccc4c(c3)OCO4)ccc12,0.8,0,-6,-3,3,-6,-5,-3,-2.0,96
[O-]/C(=C(\C(=S)Nc1ccccc1F)[n+]1ccccc1)c1ccc(-c2ccccc2)cc1,-1.3,0,nt,-7,-6,2,-1,-1,3.0,nt

# 5 compounds drawn at random from the list so far, as already listed:
SMILES,CAL PDZ FP-1,V-ATPase pHluor,NSD2 inh,Cardiac RTF inh,Keap1-Nrf2 PPI,Arrestin-AP2 inh,DAGLB inhibitor,CAL PDZ FP-2,LANA DNA inh,DSG3 Ab inh
COc1ccc(OC)c2nc(-c3ccc4c(c3)OCO4)ccc12,0.8,0,-6,-3,3,-6,-5,-3,-2.0,96
CC1CN(C(=O)c2cc3cc([N+](=O)[O-])ccc3oc2=O)CC(C)O1 (configuration not stated),0.7,0,-2,7,1,8,4,3,-1.4,100
O=Cc1c(-c2ccccc2)cc2oc3ccccc3cc1-2,-0.6,-2,2,-6,-1,19,1,1,0.0,96
Clc1ccc(-c2c[n+](Cc3cccc(Cl)c3)c3n2CCC3)cc1,-2.6,-3,3,0,-1,3,4,-3,-4.0,111
O=C(COc1ccccc1Br)Nc1ccc2c(c1)OCCCO2,-1.0,0,-2,-7,0,17,-16,nt,-0.2,120

# Other results:
SMILES,CAL PDZ FP-1,V-ATPase pHluor,NSD2 inh,Cardiac RTF inh,Keap1-Nrf2 PPI,Arrestin-AP2 inh,DAGLB inhibitor,CAL PDZ FP-2,LANA DNA inh,DSG3 Ab inh
COC(=O)c1ccc(C(NC(=O)OCc2ccccc2)/C(C)=C/[C@@H](C)C(=O)NCc2ccc(OC)c(OC)c2)cc1 (some centres not stated),-0.9,5,nt,-3,-1,-10,1,-7,0.5,99
CCOC(=O)C1(Cc2ccc(Cl)cc2)CCN(C(=O)C2CCCO2)CC1 (configuration not stated),-1.0,-1,1,6,-7,5,-4,-1,-1.6,104
Cn1c(=O)c(=O)n(C)c2cc(S(=O)(=O)N3CCN(c4ccccc4F)CC3)ccc21,-0.1,4,0,-4,-2,5,-1,nt,0.5,105
CCN(CC)CCCN(Cc1cc2cc3c(cc2[nH]c1=O)OCO3)C(=S)NCCOC,-1.0,2,27,-4,-1,-2,-4,5,-0.9,101
COc1ccc(Cl)cc1N(CC(=O)N/N=C/c1ccc(OCC(N)=O)cc1)S(C)(=O)=O,-0.6,2,-2,-4,-4,-11,0,-1,-0.4,93
O=C1C(Cc2c[nH]c3ccccc23)NC(=S)N1Cc1ccccc1 (configuration not stated),0.9,-1,10,nt,2,8,nt,-1,1.6,nt
CCOc1ccc(C(=O)NCC(=O)NCC2CCCCC2)cc1OCC,-2.6,-7,1,-4,-4,29,3,-1,-1.5,90
Cc1ccccc1-n1c(SCC(=O)Nc2ccccc2)nc2nc3c(cc2c1=O)CCCC3,-1.8,0,-1,7,-4,12,-2,-5,-0.7,94
CC(C)(C)OC(=O)N1CCC(CNC(=O)c2ccc(F)cc2F)CC1,-0.2,1,-1,nt,-4,4,nt,nt,0.6,95
Cc1ccc(SCCSc2nc(C)cc(=O)[nH]2)cc1,0.6,-3,-1,4,2,2,0,-3,0.2,92
Cc1ccsc1C(=O)OCC(=O)N1CC(C)CC(C)C1 (configuration not stated),-0.6,0,-1,8,-2,4,0,nt,0.9,94
O=C(NCCCNCCCNC(=O)c1ccccn1)c1ccccn1,nt,0,-1,-6,0,-9,-1,-1,-1.0,105
CN(C(=O)CN1C(=O)c2cc(Cl)c(Cl)cc2C1=O)C1CCS(=O)(=O)C1 (configuration not stated),-0.5,5,0,-13,-3,-6,2,-3,0.2,104
